# Pf growth 96h – P. falciparum growth inhibition at 96 hour, primary screen for plastid delayed-death inhibitors; Potency, µM (titrated, usually from 28.7 µM), inactives show at the highest dose activity change, negative = inhibition, usual class: inhibitors; hit rate 6.9% among 320,000; P. falciparum luciferase reporter growth, 96 h; AID 504834
#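 Infected RBCs, 2% Hct / 0.05% parasitemia final; luciferase-reporter P. falciparum; cpd 96 h, 37 C, 5% CO2; luciferase detection reagent; luminescence.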
# LmPK inh – blocks Leishmania mexicana pyruvate kinase activity | Potency, µM (doses to about 57.5 µM), inactives show at the highest dose activity change, negative = inhibition, hits mostly inhibitors | hit rate 0.37% among 290,000 | Q27686 | AID 1721 | purified LmPK, Kinase-Glo ATP luminescence, 1 h
# Target sequence (Q27686 whole entry, looked up): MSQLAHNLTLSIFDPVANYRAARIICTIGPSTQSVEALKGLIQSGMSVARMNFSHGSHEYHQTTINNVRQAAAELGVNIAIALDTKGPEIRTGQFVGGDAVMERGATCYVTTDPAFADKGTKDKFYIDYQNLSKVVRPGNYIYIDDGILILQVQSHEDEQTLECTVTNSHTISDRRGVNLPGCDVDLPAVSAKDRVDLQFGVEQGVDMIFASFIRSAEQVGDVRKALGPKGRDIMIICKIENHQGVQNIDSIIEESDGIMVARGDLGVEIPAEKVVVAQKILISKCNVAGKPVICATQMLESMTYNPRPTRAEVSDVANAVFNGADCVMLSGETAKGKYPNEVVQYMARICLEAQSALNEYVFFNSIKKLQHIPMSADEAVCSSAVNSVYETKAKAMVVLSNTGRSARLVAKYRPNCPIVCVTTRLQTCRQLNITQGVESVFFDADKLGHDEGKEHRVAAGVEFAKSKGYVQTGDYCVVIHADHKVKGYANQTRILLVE
#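 Purified LmPK (0.1 nM) with 0.5 mM PEP and 0.1 mM ADP in imidazole buffer pH 7.2 with MgCl2/KCl, 1 h at room temperature. ATP formed was read by luciferase luminescence and normalized to no-enzyme and uninhibited controls.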
# TbPYK inhibitor – blocks Trypanosoma brucei pyruvate kinase; Q57TT1; TbPYK enzyme, Kinase-Glo Plus ATP luminescence, 45 min; Potency, µM (doses to about 76.8 µM), for the others: top-dose activity, negative = inhibition, hits mostly inhibitors; hit rate 0.12% among 410,000; note: nearly all actives have a fitted effect of over 50% in size
#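 ADP (130 uM final) triggers the TbPYK reaction after compound addition; incubation is 45 min at room temperature. Kinase-Glo Plus is then added and luminescence imaged. Normalized data are fitted to concentration-effect curves.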
# Pf growth 48h – inhibits P. falciparum growth in the first generation, 48 h. P. falciparum luciferase growth in erythrocytes, 48 h. Potency, µM (top dose mostly 28.7 µM), without a hit: at the highest dose activity change, negative = inhibition, most hits filed as inhibitors. hit rate 5.9% among 310,000. AID 504832
#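 Cell-based growth assay: transgenic P. falciparum expressing firefly luciferase, cultured in red cells within RPMI 1640 containing 0.5% w/v Albumax, 24 mM bicarbonate and gentamycin. A drop in luciferase activity indicates inhibition.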
# HCV inhibitor – blocks hepatitis C virus; Huh7.5.1 HCVcc-Cre infection, luciferase reporter, 44 h; Potency, µM (series often up to 41.8 µM), for inactives: top-dose activity change, negative = inhibition, most hits filed as inhibitors; hit rate 3.4% among 340,000; AID 651820
#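 Seed cells (1,000/well) for 4 h; treat with compound and infect with HCVcc-Cre, moi about 0.5. Incubate 44 h, then detect luciferase activity.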
# Sm TGR block – blocks Schistosoma mansoni thioredoxin glutathione reductase. hit rate 3% among 360,000. Q962Y6. AID 485364. purified TGR, DTNB reduction, TNB absorbance 405 nm. Potency, µM (doses to about 114 µM), for inactives: at the highest dose activity change, negative = inhibition, hits mostly inhibitors; note: nearly all actives have a fitted effect of over 60% in size
#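 TGR 20 nM + NADPH 100 uM (dispensed conc.), cpd preinc 15 min RT; start with NADPH (500 uM addition) then DTNB (15 mM addition). Kinetic TNB absorbance, 405 nm filter. Four-parameter Hill fit across titration.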
# An asterisk follows results filed as active; ? = inconclusive; . = no result given; & = joins results of further samples; [ ] = another dose, or the depositor's remark. Calls come from the whole dose curve; as a rule, active = well fitted curve in the direction sought with a large enough effect; inconclusive = small, poorly fitted or top-dose-only effect, or another doubt; inactive = no such curve, though single readings can be large; an effect the other way counts as inactive or inconclusive. % is set by controls: 0 for no effect and ±100 for the full control effect; potency is the fitted concentration of half-maximal effect.
SMILES,Pf growth 96h,LmPK inh,TbPYK inhibitor,Pf growth 48h,HCV inhibitor,Sm TGR block
COc1cccc(/C=C2\SC(=S)N(NS(=O)(=O)c3ccccc3)C2=O)c1OC,34.0%[activator],-0.6%,-1.6%,17.7%,17.5%,-0.5%
C=CCn1c2ccccc2c2nnc(SCCN3CCOCC3)nc21,?,1.3%,-19.2%,?,-21.9%,0.0%
CCOC(=O)C1=C(Cn2cnc3ccccc32)NC(=O)NC1c1ccc(Cl)cc1 (centres undefined),5.86µM*,-0.4%,2.1%,.,0.2%,4.5%
N#Cc1ccccc1NC(=O)CC1c2ccccc2Oc2ccccc21,?,2.1%,-1.9%,3.8%,9.0%,2.8%
N/C(COc1ncn(-c2ccccc2)n1)=N\S(=O)(=O)c1ccccc1,24.3%,4.9%,-0.2%,13.9%,13.0%,.
CC1(C)C(=O)OC(c2ccc([N+](=O)[O-])cc2)C(C)(C)C1=O (centres undefined),-9.3%,-2.1%,-2.9%,?,10.7%,16.0%
CC1Oc2ccccc2C(=O)N(CC(=O)c2ccc3c(c2)OCCO3)C1=O (centres undefined),74.6%[activator],8.9%,-5.7%,38.8%[activator],19.4%,-3.1%
COc1ccc(CNC(=O)CCSc2ccc(F)cc2)cc1OC,5.8%,0.0%,-4.5%,-14.6%,1.9%,-4.0%
Clc1cccc(Cl)c1C[n+]1ccc2ccccc2c1,32.2%[activator],6.5%,0.4%,2.08µM*,?,-4.0%
CN(Cc1ccco1)C(=O)c1ccc(N2CCCC2=O)cc1,-19.4%,-0.6%,-4.2%,34.5%[activator],8.5%,-3.6%
CCOc1ccccc1CN1CCN(C2CCC2)CC1CCO (centres undefined),-8.2%,-5.0%,0.9%,9.3%,3.4%,-16.9%
COc1ccc(NC(=O)c2ccc3c(=O)n(CC4CCCO4)c(=S)[nH]c3c2)c(OC)c1 (centres undefined),13.1%,-4.8%,-9.4%,-4.1%,?,-10.4%
Nc1cccc(-c2cn(-c3cc4cc(C#CC5(O)CCCCC5)ccc4oc3=O)nn2)c1,50.3%[activator],.,-0.7%,46.5%[activator],3.4%,-9.7%
CCCCOc1ccc(C(=O)N2CCN(CC(=O)Nc3ccc(C)cc3)CC2)cc1OC,?,-5.3%,0.4%,?,?,-17.3%
C[C@@H]1CN(CCCn2c3ccccc3c3ccccc32)C[C@H](C)N1,5.36µM*,-2.9%,0.8%,8.49µM*,.,3.8%
C/C(=N\N=C(N)N)c1cccc(Cl)c1,?,1.2%,3.9%,?,-24.1%,.
Cc1ccccc1CS(=O)(=O)Cc1ccc(C(=O)NC2CCCCC2)o1,?,4.6%,2.1%,7.8%,10.2%,-29.1%
CCCN1CCN(CCCNC(=O)C(CC)n2nc(C)n3c(cc4occc43)c2=O)CC1 (centres undefined),?,1.8%,0.2%&-6.8%,1.2%,-11.5%,3.3%&-7.3%
Clc1ccc(-c2nnc3sc(Cc4cccs4)nn23)cc1,-25.0%,3.6%,-6.1%,-12.5%,20.9%,5.7%
CCN(CC)C(=O)CCc1nnc(Cc2cccc(C(F)(F)F)c2)o1,16.9%,5.8%,2.8%,34.3%[activator],-0.4%,8.8%
Nc1ncnc2c1ncn2[C@H]1C[C@H](O)[C@@H](COP(=O)(O)O)O1,1.7%,1.3%,1.4%,-1.2%,1.4%[8.37 µM],1.3%
Cc1ccc(NC(=O)c2ccc(F)cc2)nc1,5.22µM*,1.0%,-1.8%,-9.5%,3.8%,4.0%
O=C(c1cccc(Cl)c1)N(Cc1cccs1)C1CCS(=O)(=O)C1 (centres undefined),-25.7%,-1.2%,5.6%,-9.4%,8.1%,-22.8%
Cc1nnc(SCC2=C(C(=O)O)N3C(=O)C(NC(=O)c4cc(F)c(F)cc4Cl)C3SC2)s1 (centres undefined),-53.3%,0.7%,7.5%,14.6%,5.2%,15.8µM*

# Shown tab-delimited: part of the list above
molecule	Pf growth 96h	LmPK inh	TbPYK inhibitor	Pf growth 48h	HCV inhibitor	Sm TGR block
CCCCOc1ccc(C(=O)N2CCN(CC(=O)Nc3ccc(C)cc3)CC2)cc1OC	?	-5.3%	0.4%	?	?	-17.3%
Cc1ccc(NC(=O)c2ccc(F)cc2)nc1	5.22µM*	1.0%	-1.8%	-9.5%	3.8%	4.0%
Cc1nnc(SCC2=C(C(=O)O)N3C(=O)C(NC(=O)c4cc(F)c(F)cc4Cl)C3SC2)s1 (centres undefined)	-53.3%	0.7%	7.5%	14.6%	5.2%	15.8µM*
Clc1ccc(-c2nnc3sc(Cc4cccs4)nn23)cc1	-25.0%	3.6%	-6.1%	-12.5%	20.9%	5.7%
Nc1cccc(-c2cn(-c3cc4cc(C#CC5(O)CCCCC5)ccc4oc3=O)nn2)c1	50.3%[activator]	.	-0.7%	46.5%[activator]	3.4%	-9.7%
CCN(CC)C(=O)CCc1nnc(Cc2cccc(C(F)(F)F)c2)o1	16.9%	5.8%	2.8%	34.3%[activator]	-0.4%	8.8%
CCCN1CCN(CCCNC(=O)C(CC)n2nc(C)n3c(cc4occc43)c2=O)CC1 (centres undefined)	?	1.8%	0.2%&-6.8%	1.2%	-11.5%	3.3%&-7.3%

# (further entries)
SMILES,Pf growth 96h,LmPK inh,TbPYK inhibitor,Pf growth 48h,HCV inhibitor,Sm TGR block
O=C1N=C(N2CCCCC2)S/C1=C/C1=Cc2ccccc2OC1,?,-1.8%,3.8%,18.8%,-20.0%,?
CCCCNC(=O)Cn1c(=O)c2c(ncn2CCC(C)C)n(Cc2ccccc2)c1=O,2.33µM*,0.7%,-6.0%,?,8.8%,43.4%[activator]
CC(OC(=O)CNC(=O)c1ccc2c(c1)OCO2)C(=O)NCCC1=CCCCC1 (centres undefined),7.1%,1.2%,-0.6%,11.4%,-10.3%,0.0%
CCc1ccc(CNC(=O)C2Cc3cc(S(=O)(=O)N4CCCC4)ccc3N2C(C)=O)cc1 (centres undefined),?,-9.1%,-5.7%,-5.2%,-19.7%,-10.0%
COc1ccc(-c2[nH]c(-c3ccc(F)cc3)nc2SCC(=O)NC2CCCC2)cc1,?,1.7%,3.2%,-22.8%,?,-0.9%
Cc1cc(-n2nc(C)cc2C)nc(N)n1,.,1.8%,0.0%,1.1%,-4.5%,7.2%
CCCN1Cc2cccc(C(=O)NCc3cccs3)c2C1=O,62.7%[activator],-0.4%,-9.9%,?,?,-1.7%
Cc1cc(NC(=O)CCC(=O)N(Cc2ccco2)C2(C(=O)NC3CCCC3)CCCCC2)no1,?,-2.6%,-1.2%,-15.2%,?,-11.9%
COC(=O)c1nn(-c2cccc(C)c2)c2nnc(Cc3ccc(C)cc3)c(=O)n12,-11.7%,3.1%,-1.5%,16.0%,19.2%,-0.6%
Oc1ccc2ccccc2c1C=Nc1ccccc1Br,18.5%,-2.4%,-14.3%,2.2%,4.0%,-23.4%
Cc1ccccc1-n1cnnc1SCC(=O)Nc1cccnc1Cl,0.0%,-2.7%,-13.7%,8.0%,?,1.2%
CC(=O)NCCOc1nc(N(C)C)nc(N2CCOCC2)n1,-19.0%,0.9%,-8.9%,23.7%,12.0%,4.1%
CCc1ccc2[nH]cc(C(=O)OCCOC)c(=O)c2c1,10.4µM*,-3.9%,1.1%,1.47µM*,16.8%,?
CC(C)(C)NC(=O)CC1C(=O)NCCN1Cc1c(F)cccc1Cl (centres undefined),?,6.8%,3.0%,?,-3.2%,-0.1%
O=C(COC(=O)CCC1CCCC1)Nc1ccccc1OC(F)F,20.3%,0.5%,-7.3%,26.1%,17.2%,7.8%
CCOc1cc(N2CCOCC2)c(OCC)cc1NC(=O)CN1CCc2ccccc2C1,0.7%,2.4%,3.8%,?,?,9.5%
CC(=O)/C(=N\Nc1ccc(Cl)cc1)Sc1nnc(-c2ccccc2)n1-c1ccccc1,14.7µM*,2.9%,-6.4%,-22.2%,-11.3%,-2.7%
CCOc1ccc(NS(=O)(=O)c2csc(C(N)=O)c2)cc1,1.2%,0.6%,8.0%,1.85µM*,-10.4%,9.2%
CCCc1c(O)nc(SCCN(CC)CC)n(C(=O)c2ccccc2)c1=O,13.1µM*,-3.9%,-20.4%,?,21.1%,-16.8%
CCN=C1S/C(=C\c2cn(CC(=O)NCCOC)c3ccccc23)C(=O)N1CC,54.7%[activator],-0.7%,-0.4%,-3.8%,-18.8%,1.4%
CCOP(=O)(OCC)C(NC(=O)NS(=O)(=O)c1ccc(C)cc1)c1ccccc1 (centres undefined),21.0%,-6.5%,5.2%,23.9%,-5.3%,-12.3%
COc1ccccc1/C=N/NC(=O)COCC(=O)N/N=C/c1ccccc1OC,-20.3%,3.5%,1.9%,?,7.3%,1.3%
CCc1nc(N2CCN(C(C)=O)CC2)c(C#N)c2c1COC(C)(C)C2,?,-2.1%,4.2%,-21.4%,-3.2%,2.5%
CCOC(=O)N1CCN(C(=O)C2CCN(c3nnc(-n4cccc4)s3)CC2)CC1,32.9%[activator],-7.6%,-4.0%,?,-14.7%,-0.8%
COC(=O)c1sccc1NC(=O)c1cc(OC)c(OC)c(OC)c1,?,4.9%,-3.1%,?,-10.6%,7.7%
Cc1cc(=O)oc2cc(OCC(=O)N3CC(=O)Nc4ccccc43)c(Cl)cc12,?,.,-21.7%,13.1µM*,-21.7%,-15.1%
O=C(COC(=O)C1(c2ccc(Cl)cc2)CCCC1)NC1CCS(=O)(=O)C1 (centres undefined),?,-0.2%,2.4%,16.9%,5.3%,-14.3%
CCOC(=O)C(C(=O)OCC)C1OC(=O)c2cc3c(cc21)C(=O)OC3C(C(=O)OCC)C(=O)OCC (centres undefined),27.7%,1.5%,2.7%,-9.6%,10.9%,?
Cn1c(-c2ccccc2)cccc1=O,-77.4%,0.3%,1.0%,2.7%,8.1%,-0.5%
NC(=O)C1CCN(C(=O)Nc2csc3ccccc23)CC1,8.0%,0.0%,-0.4%,-0.9%,16.8%,-14.6%
COCCNC(=O)CCCC(=O)NCCOC,-6.1%,1.5%,-1.5%,0.1%,-1.0%,-1.6%
N/C(Cn1cncn1)=N\OC(=O)c1ccc(Cl)cc1,102.6%[activator],0.2%,-4.8%,-1.3%,22.4%,-5.5%
COc1ccc(S(=O)(=O)N2CCC(C(=O)N[C@@H](C)C(=O)N3CCCCCC3)CC2)cc1,-10.6%,8.2%,-3.1%,6.5%,1.7%,3.8%
S=c1[nH]c(-c2ccccc2)cn1/N=C/c1ccc(Br)cc1,?,0.1%,-31.9%,?,4.9%,10.4%
O=C(NC(c1ccccc1)c1ccccc1)c1cccc(S(=O)(=O)NCc2ccccc2)c1,?,1.1%,-1.4%,?,-6.2%,6.0%
CN1C=C/C(=C\c2cc[n+](C)c3ccccc23)c2ccccc21,11.7µM*,-1.6%,-19.3%,?,4.47µM*,-1.3%
CC(C)CSc1nc2ccccc2[nH]1,-20.7%,-11.1%,-2.2%,115.5%[activator],-7.2%,-4.2%
CC(=O)c1cccc(NC(=O)CC(C)n2ccnc2)c1 (centres undefined),-7.2%,-1.8%,-0.9%,11.2%,5.1%,11.4%
CCN(CC)CCNS(=O)(=O)c1ccc(C(=O)NN)cc1,?,-3.3%,-2.1%,8.7%,12.8%,-2.2%
CCNC(=O)N1c2ccc(OCC)cc2C(C)=CC1(C)C,.,-1.7%,-9.1%,-21.6%,4.2%,-6.0%
CN(CC(=O)Oc1ccc(-c2nnco2)cc1)S(=O)(=O)c1ccc(F)cc1,18.4%,.,0.1%,2.7%,36.2%[activator],-34.6%
CCS(=O)(=O)c1nc(S(=O)(=O)c2ccc(C)cc2)c(NCCCN2CCCC2=O)s1,?,-0.1%,2.7%,?,22.6%,3.2%
CC(=O)N1CCC(Nc2ccc(C)cc2)CC1,?,1.1%,2.8%,.,8.2%,-1.2%
